H37Rv inhibition: M. tuberculosis growth inhibition, HTS (AID 449762); inhibition, % at 25 µM, or IC50 in µM where a hit was titrated; M. tuberculosis H37Rv growth inhibition, 7H9 media; higher % means a stronger effect; 0.59% of 330,000 active; in the data active means a potency from the dose series; inconclusive means inhibition above about 70% without an active follow-up result;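 further: bacterial growth assessed after seven days of incubation; strong numbers were not always called active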
Salmonella PhoP GFP: Inhibition of PhoP regulon, Salmonella typhi GFP reporter cells, confirmation, 4 h (AID 1850). 0.33% of 310,000 active. one-dose inhibition, % at 50 µM; IC50 in µM for titrated hits. Salmonella Typhi PhoP-promoter GFP reporter, fluorescence, 4 h; higher % means a stronger effect; in the data active means a potency from the dose series; inconclusive means inhibition mostly from about 25% at the one dose, without a potency; inactive means the rest, 99 in 100 with inhibition below about 19%;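 further: 0% = induced wells with vehicle and 100% = uninduced wells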
tuberculosis growth: growth inhibition of non-replicating M. tuberculosis (AID 488890); Mycobacterium tuberculosis non-replicating, growth inhibition; higher % means a stronger effect; one-dose inhibition, % at 25 µM; IC50 in µM for titrated hits; 0.39% of 320,000 active; in the data active means a potency from the dose series; inconclusive means inhibition mostly from about 82% at the one dose, without a potency; inactive means the rest, 99 in 100 with inhibition below about 76%;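 further: plate controls were DMSO cells for no effect and high antibiotic wells for full effect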
VEEV TC-83 Vero: inhibitors of VEEV TC-83 cytopathic effect, confirmation, Vero cells (AID 588727) | Vero cells, VEEV TC-83 cytopathic effect inhibition; higher % means a stronger effect | one-dose inhibition, % at 20 µM; IC50 in µM for titrated hits | 0.13% of 350,000 active; in the data active means a potency from the dose series; inconclusive means inhibition mostly from about 14% at the one dose, without a potency; inactive means the rest, 99 in 100 with inhibition below about 12%; further: strong numbers were not always called active
influenza NS1A: H1N1 influenza NS1A inhibitors, functional cell based assay (AID 504329); NS1A functional cell-based assay, percent inhibition; higher % means a stronger effect; inhibition, % at 12.5 µM, or IC50 in µM where a hit was titrated; 0.3% of 340,000 active; in the data active means a potency from the dose series; inconclusive means inhibition above about 27% without an active follow-up result; further: strong numbers were not always called active
VEEV TC-83 Vero 10K pilot screen: recorded beside VEEV TC-83 Vero, whose call it bears; inhibition, %; measured here: 10K pilot screen inhibition
Numbers without * were called inactive; i = inactive; ? = inconclusive; . = no result given.

SMILES | H37Rv inhibition | Salmonella PhoP GFP | tuberculosis growth | VEEV TC-83 Vero | influenza NS1A | others
Cc1cc(C(F)(F)F)nn1CC(=O)NNC(=S)NCC(C)C | -3% | -1% | -21% | 1.5% | 6%
COC(=O)c1ccc2c(=O)n(CCO)c(=S)[nH]c2c1 | -1% | -12% | 4% | 1.6% | -4%
N#Cc1cc(N2CCCCC2)c([N+](=O)[O-])cc1C#N | 7% | -4% | -1% | 1.2% | 9%
COC(=O)c1ccccc1NC(=O)C1CCCN(S(C)(=O)=O)C1 (stereo unspecified) | -4% | -4% | 51% | 0.1% | 1%
OCCN1CCN(Cc2cc(Cl)c3cccnc3c2O)CC1 | 6% | 76µM* | . | 3.3% | 3.9µM*
O=C(Oc1ccc(-n2cnnn2)cc1)c1ccco1 | 5% | -6% | 11% | 1.8% | 7%
NC(=O)CS(=O)(=O)c1nc2ccccc2n1CC(=O)N1CCCCC1 | -9% | -4% | -5% | i | -17%
CCOCC(O)CNC(=O)c1ccc2nc(Cc3ccc(OC)c(OC)c3)oc2c1 (stereo unspecified) | -3% | -9% | -4% | 0.9% | -1%
NCCN=C1NS(=O)(=O)c2ccccc21 | -4% | 9% | -12% | i | 3%
O=c1cc2c(nn1Cc1c(Cl)cccc1Cl)-c1ccccc1CC2 | 23% | -7% | 33% | 2.7% | 5%
COC(=O)C1=C(C)NC(C)=C(C(=O)OC)C1c1cc2cc(C)ccc2[nH]c1=O | -8% | -10% | 19% | 7.2% | -3%
CCCCn1c(=O)c(C(=O)Nc2ccccc2S(N)(=O)=O)c(O)c2ccccc21 | -17% | -7% | -5% | 1.8% | 1%
CC(C)c1cc(N2CCOCC2)n2ncc(-c3ccccc3)c2n1 | 6% | 3% | 27% | 5.0% | -13%
Cc1nc2cc(-n3ccc(=O)cc3)ccc2n1-c1ccccc1 | 4% | -3% | 17% | i | 2%
COc1ccc(S(=O)(=O)N2CCC(Cc3ccccc3)CC2)cc1C(N)=O | 5% | 2% | 24% | 0.6% | 25%
O=C(CCC(=O)c1cccs1)NCC(=O)Nc1ccc(F)c(F)c1F | -1% | -3% | -7% | i | 5%
CC(=O)Nc1ccc(Nc2cc(C)nc3c(-c4ccc(Cl)cc4)cnn23)cc1 | 1% | -8% | 43% | 0.6% | -2%
O=S(=O)(c1ccc2ccccc2c1)N1CCN(S(=O)(=O)c2c(F)cccc2F)CC1 | -2% | . | -18% | 0.2% | -3%
O=C(O)/C=C/C(=O)Nc1ccc(SC(F)(F)F)cc1 | -7% | -5% | 10% | 4.5% | -1%
O=C(CSc1ccc2nnc(-c3ccccn3)n2n1)Nc1cccc(F)c1 | -14% | -1% | -4% | 1.2% | 16%
O=C(c1c(F)cccc1Cl)N1CCN(c2ccccn2)CC1 | 2% | 8% | -7% | 0.5% | 4%
COC(=O)c1nn2c(C(F)(F)F)cc(-c3ccc(Br)o3)nc2c1Br | 3% | -12% | 11% | 0.4% | 0%
COc1ccccc1-c1cc(C(=O)Nc2cc(C)on2)no1 | -4% | 0% | -1% | 2.9% | -4%
CCCCC(=O)N/N=C/c1c(O)n(CCc2ccccc2)c(=O)[nH]c1=O | 1% | 1% | 20% | 1.8% | .
Cc1noc(C)c1C(=O)NC(Cc1c[nH]c2ccccc12)C(=O)O (stereo unspecified) | -5% | . | -5% | 6.1% | -9%
CCOC(=O)c1c(C)[nH]c(C)c1S(=O)(=O)N(C)CC(=O)Nc1ccc(C)cn1 | 1% | 4% | -18% | 0.2% | 14%
COCCNC(=S)N(CCc1c(C)[nH]c2ccccc12)Cc1cccnc1 | 8% | 2% | -4% | i | -2%
CSc1ccc(/C=C(\C(=O)O)c2ccc(S(=O)(=O)N3CCCCC3)s2)cc1 | 5% | -3% | 22% | 0.0% | -9%
COc1cccc(N(CC(=O)NCc2cccnc2)S(C)(=O)=O)c1 | 1% | 1% | -1% | 3.7% | 1%
COC(=O)C1=C(C)N(Cc2ccccc2)C(=O)N[C@H]1c1cccc(C(F)(F)F)c1 | 1% | -5% | 21% | i | 9%
CC(C)(C)OC(=O)NCCCC[C@H](NC(=O)c1[nH]cnc1C(=O)Nc1ccc(CNC(=O)OC(C)(C)C)cc1)C(=O)OC(C)(C)C | 2% | -4% | -3% | . | .
Cc1ccc2c(c1)N(C(=O)CCC(=O)NCCN1CCOCC1)CCO2 | 1% | 2% | -2% | i | 0%
CSc1ccccc1C(=O)Nc1ncn[nH]1 | -1% | -1% | -29% | i | -1%
O=C1CS/C(=N/N=C/c2ccc(OS(=O)(=O)c3ccccc3)cc2)N1 | 7% | 5% | 63% | 3.9% | -3%
CC1C(=NO)C(C)C(c2ccccc2)NC1c1ccccc1 (stereo unspecified) | 0% | -11% | 9% | i | 3%
COc1ccccc1N1CCN(Cc2ccc(SC)cc2)CC1 | -7% | 0% | 17% | 0.1% | -1%
COc1ccc(-c2nc(CN3CCC(C(=O)NC4CC4)CC3)c(C)o2)cc1OC | 5% | 8% | 5% | i | -3%
CC(C)Cc1nc2oc3c(Cl)ncnc3c2c2c1CCCC2 | 2% | 3% | 11% | 3.6% | -2%
Cc1ccc2c(c1)cc(CN(Cc1ccc3c(c1)OCO3)C(=O)c1ccccc1)c1nnnn12 | -5% | -5% | -1% | 6.9% | 9%
CC1CCN(S(=O)(=O)c2csc(C(=O)Nc3ccccc3)c2)CC1 | 6% | 10% | 4% | 1.9% | -2%
COc1cc(/C=N/NC(=O)c2cccnc2)ccc1OC(=O)c1cc(OC)c(OC)c(OC)c1 | 1% | 2% | 12% | 9.4% | 4%
CC1CC(C)CN(C(=S)Nc2ccc(OC(F)F)cc2)C1 (stereo unspecified) | 6% | -3% | 7% | 0.1% | -4%
CCN(CC)CCN(C(=O)c1ccc(C(=O)c2ccccc2)cc1)c1nc2cc3c(cc2s1)OCO3 | 0% | -13% | -10% | 1.8% | -2%
Cn1cccc1CC(=O)N/N=C/c1cccc2ccccc12 | -4% | -11% | -7% | 0.2% | 35%
CN(C(=O)c1cccc(NC(=O)Cc2ccc(NC(=O)C3CCCN(C(=O)CCc4ccccc4)C3)cc2)c1)C1CCCC1 (stereo unspecified) | . | . | . | 1.3% | 2%

Entries above containing two or more sulfur atoms, in the order listed:
SMILES | H37Rv inhibition | Salmonella PhoP GFP | tuberculosis growth | VEEV TC-83 Vero | influenza NS1A | others
O=S(=O)(c1ccc2ccccc2c1)N1CCN(S(=O)(=O)c2c(F)cccc2F)CC1 | -2% | . | -18% | 0.2% | -3%
CSc1ccc(/C=C(\C(=O)O)c2ccc(S(=O)(=O)N3CCCCC3)s2)cc1 | 5% | -3% | 22% | 0.0% | -9%
O=C1CS/C(=N/N=C/c2ccc(OS(=O)(=O)c3ccccc3)cc2)N1 | 7% | 5% | 63% | 3.9% | -3%
CC1CCN(S(=O)(=O)c2csc(C(=O)Nc3ccccc3)c2)CC1 | 6% | 10% | 4% | 1.9% | -2%

More structures follow:
SMILES | H37Rv inhibition | Salmonella PhoP GFP | tuberculosis growth | VEEV TC-83 Vero | influenza NS1A | others
O=C(CSCC(=O)N1CCOCC1)Nc1nc(-c2ccc3c(c2)OCO3)cs1 | -6% | 0% | 7% | i | -16% | VEEV TC-83 Vero 10K pilot screen=0.9
CC1(C)O[C@@H]2[C@H](O1)[C@@H](COS(=O)(=O)O)O[C@H]2n1ccc(=O)[nH]c1=O | -18% | . | -14% | 0.4% | -16% | VEEV TC-83 Vero 10K pilot screen=1.2
O=C(Cn1nc(Cc2cccnc2)c2ccccc2c1=O)N1CCN(C(=O)c2ccco2)CC1 | -4% | 3% | -29% | 1.0% | -6%
COc1cccc(SCC(=O)N2CCN(c3ccccc3)CC2)c1 | -5% | 4% | 40% | 4.1% | -7%
CCc1nc2ccccc2n(CCOCCn2c(=O)c(CC)nc3ccccc32)c1=O | . | . | . | 1.1% | -1%
COC(=O)c1ccc(N2CCN(c3ccccc3)CC2)c(NC(=O)C2CC2)c1 | 1% | -5% | 7% | 2.4% | 3%
CCn1cc(C(=O)NCCCN2CCC(C)CC2)c(=O)c2cc(S(=O)(=O)N3CCOCC3)ccc21 | 5% | -1% | 11% | 0.6% | 1%
CCCn1c2ccccc2c2nnc(SCC(=O)OCC)nc21 | 48% | 2% | ? | 0.6% | -4%
COc1ccc(C(=O)N2CCN(S(=O)(=O)c3ccc(F)cc3)CC2)cc1OC | -1% | -5% | 0% | 0.4% | -11% | VEEV TC-83 Vero 10K pilot screen=0.5
Cc1nn(Cc2c(Cl)cccc2Cl)c(Cl)c1C(=O)O | 4% | 7% | 9% | 1.3% | -4%
CCOc1ccc(Cn2c(=O)oc3ccccc32)cc1 | -5% | -5% | 0.83µM* | 0.5% | -4%
NC(=S)NNC(=O)[C@@H]1CCCC[C@@H]1C(=O)O | 1% | -10% | -9% | 0.2% | 2%
COc1cc(O)c(C(CCN2CCN(c3ccccc3)CC2)c2ccc(N(C)C)cc2)c(OC)c1 (stereo unspecified) | 67% | -3% | 48% | 0.3% | 18µM*
O=C(C(Cl)c1ccccc1)N1CCCC1 (stereo unspecified) | 6% | 4% | 31% | 7.5% | 1%
CC(C)(C)SCCNC(=O)/C=C/c1cccc([N+](=O)[O-])c1 | 5% | 3% | -4% | 0.3% | 3%
O=C(Nc1nc2ccccc2[nH]1)C1CCCC1 | -3% | 8% | 28% | 0.5% | -1%
O=C([C@H](Cc1ccc(O)cc1)n1cc(CCO)nn1)N1CCNCC1 | -2% | 5% | -1% | 0.3% | -12%
O=C(CSc1nc2ccccc2c2nc3ccccc3n12)NCc1ccco1 | -6% | -9% | 5% | 8.6% | -7%
O=C(NCC(c1ccco1)N1CCOCC1)c1cccc([N+](=O)[O-])c1 (stereo unspecified) | 2% | 9% | 14% | 1.4% | 12%
COc1cccc(/C=C2/Sc3ccc(C(=O)NCCN4CCCC4)cc3NC2=O)c1 | 7% | 3% | 55% | i | 20%
O=C(Cc1ccccc1)NC1(O)C(=O)c2ccccc2C1=O | -6% | 3% | -13% | 4.1% | .
OC(CN1CCN(c2ccccn2)CC1)Cn1c2ccc(Cl)cc2c2cc(Cl)ccc21 (stereo unspecified) | ? | -17% | 63% | ? | 15%
CCN(CC)S(=O)(=O)c1ccc(C(=O)Nc2ccc(C(F)(F)F)n(C)c2=O)cc1 | 2% | -9% | 1% | 0.7% | 6%
CC(C)(C)NC[C@@H](O)COc1cccc2c1CCCC2=O | -4% | -3% | 0% | 0.3% | 1%
CCOC(=O)C(Cc1ccccc1)NC(=O)Cn1nnc(-c2ccccc2)n1 (stereo unspecified) | 1% | 2% | 27% | i | -4%
O=C(NCCN1CCOCC1)c1ccccc1Cl | 2% | 0% | -15% | 0.3% | -27%
CCCCOCCCNC1=NCCCCC1 | -3% | 6% | 1% | i | 6%
O=C1OCC(CO)(CO)N=C1NNc1ccc(Cl)c(Cl)c1 | ? | 48µM* | ? | 0.9% | -3%
C/C(=N/NC(=O)c1ccncc1)C1=C(O)CC(C)(C)CC1=O | ? | -19% | i | 0.4% | 7%
Cc1cccc(NC(=O)Cn2cc(C(=O)c3ccco3)c3ccccc32)c1 | -3% | 5% | 5% | 1.4% | 5%
COc1ccc(NC(=O)CSc2ccc(-c3cccs3)nn2)c(OC)c1 | -17% | -7% | 12% | 0.8% | 11%
Cc1cc(N2CCN(C)CC2)n2cc(-c3ccc(F)cc3)nc2n1 | 3% | -9% | 7% | i | -2%
O=C(Cc1ccc(F)cc1)Nc1ccc(S(=O)(=O)N2CCCC2)cc1 | 2% | 5% | 2% | 3.0% | -5%
C/C(=N\Nc1ncc(Cl)cc1Cl)c1ccc(C#N)cc1 | 5% | 6% | -14% | 1.5% | -7%
CCN(CC)S(=O)(=O)c1cc(C(=O)c2nccn2C)ccc1Cl | -9% | 4% | -7% | 0.3% | 7%
Cc1c(C)c2ccc(OCC(=O)NCCCN3CCCC3=O)cc2oc1=O | 2% | -5% | -6% | 0.3% | 6%
COc1ccc(Cn2nnnc2C(c2cc3cc(C)ccc3[nH]c2=O)N2CCN(C)CC2)cc1 (stereo unspecified) | -1% | -10% | 15% | i | 12%
CC(C)c1ccc(/C=N/N2CCN(c3ccccn3)CC2)cc1 | -6% | 7% | -8% | 3.4% | 20%
COc1ccc(OC)c(NC(=O)CN2C(=O)C(=O)N(Cc3ccccc3)C2=O)c1 | -4% | . | -7% | 6.3% | -24%
CCOc1ccc(NC(=O)CSc2nnc(C)n2CC)cc1 | 11% | -11% | 14% | 0.9% | -1%
O=c1[nH]c(O)c(C=Nc2cc(F)cc(F)c2)c(=O)[nH]1 | 5% | -12% | 9% | i | -7%

Assay outcomes: PubChem, Southern Research Specialized Biocontainment Screening Center

Rows are unselected; 1.6% or so of the library scored in one or more.
